TcdB GH inh – inhibitors of Clostridioides difficile toxin B glycohydrolase. P18177. TcdB glycohydrolase enzymatic assay, plate reader. inhibition, % at 9.99 µM. hit rate 0.24% among 350,000. AID 652162; in the data active = inhibition above about 10%
Yp Topo-I inh – Y. pestis Topo-I inhibition via cleavage products; Y. pestis Topo-I cleavage product accumulation, plate reader; activity, % at 10 µM; hit rate 0.064% among 360,000; in the data active = activity above about 50%, passing the limit was not always enough; inconclusive = no clear call, values can overlap the other calls; also: inactives centre near 2
BoNT-F LC inh – blocks Botulinum neurotoxin F light chain protease. Multiplex microsphere protease cleavage assay, flow cytometry. AID 588497. hit rate 0.22% among 360,000. inhibition, % at 10 µM; in the data active = inhibition above about 35%, passing the limit was not always enough; inconclusive = no clear call, values can overlap the other calls; also: plate controls were buffer without enzyme for full effect and enzyme alone for no effect
PrPC surface inh – cell surface PrPC inhibition, primary TR-FRET screen. P04156. TR-FRET read-out. inhibition, % at 13.8 µM. hit rate 0.43% among 370,000; in the data active = inhibition above about 24%; also: 0% = median of the test wells and 100% = reference compound wells
CCHF vOTU inh – CCHFV vOTU protease inhibition. Pep-AMC fluorescence. inhibition, % at 11.5 µM. hit rate 0.55% among 370,000; in the data active = inhibition above about 30%; also: 0% = vehicle wells with enzyme and 100% = no enzyme wells
BoNT A protease – BoNT A light chain protease inhibition. multiplex microsphere protease substrate cleavage, flow cytometry. AID 588499. hit rate 0.17% among 360,000. inhibition, % at 10 µM; also: plate controls were buffer without enzyme for full effect and enzyme alone for no effect
Anthrax LF inh2 – anthrax lethal factor protease inhibition. multiplex microsphere protease cleavage assay, LF. hit rate 0.12% among 360,000. P15917. AID 588501. inhibition, % at 10 µM; also: plate controls were buffer without enzyme for full effect and enzyme alone for no effect
Target sequence (P15917 whole entry, looked up): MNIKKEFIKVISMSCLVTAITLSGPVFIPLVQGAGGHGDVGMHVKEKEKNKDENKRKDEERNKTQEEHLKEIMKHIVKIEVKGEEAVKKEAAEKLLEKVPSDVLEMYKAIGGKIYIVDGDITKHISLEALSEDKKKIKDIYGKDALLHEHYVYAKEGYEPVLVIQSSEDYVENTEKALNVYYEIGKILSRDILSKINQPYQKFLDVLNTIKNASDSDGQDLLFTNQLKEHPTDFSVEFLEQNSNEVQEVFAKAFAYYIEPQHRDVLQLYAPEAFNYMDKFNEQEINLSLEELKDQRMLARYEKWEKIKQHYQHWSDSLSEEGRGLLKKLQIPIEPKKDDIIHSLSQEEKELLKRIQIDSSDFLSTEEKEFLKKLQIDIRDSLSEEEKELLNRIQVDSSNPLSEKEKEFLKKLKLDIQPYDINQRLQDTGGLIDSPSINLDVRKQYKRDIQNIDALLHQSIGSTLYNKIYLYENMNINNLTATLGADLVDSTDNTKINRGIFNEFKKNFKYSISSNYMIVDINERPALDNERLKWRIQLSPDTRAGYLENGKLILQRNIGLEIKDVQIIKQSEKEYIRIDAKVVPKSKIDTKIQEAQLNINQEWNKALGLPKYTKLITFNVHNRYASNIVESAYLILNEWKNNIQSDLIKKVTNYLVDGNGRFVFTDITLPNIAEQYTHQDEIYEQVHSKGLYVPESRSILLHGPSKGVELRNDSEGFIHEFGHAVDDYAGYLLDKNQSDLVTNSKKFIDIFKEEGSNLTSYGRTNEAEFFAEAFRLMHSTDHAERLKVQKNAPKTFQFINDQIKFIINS
FadD28 binding – M. tuberculosis FadD28 bisubstrate binding inhibition. FadD28 bisubstrate probe binding, fluorescence polarization. inhibition, % at 12.5 µM. hit rate 0.22% among 360,000. AID 588549; in the data active = inhibition above about 8.5%, passing the limit was not always enough; inconclusive = no clear call, values can overlap the other calls
PfHsp40 rescue – rescue of PfHsp40-mediated yeast toxicity; S. cerevisiae expressing PfHsp40, growth rescue, ATP luminescence; growth rescue, % at 12.5 µM; hit rate 0.68% among 340,000; AID 504582; in the data active = growth rescue above about 28%, passing the limit was not always enough; inconclusive = no clear call, values can overlap the other calls;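 also: yeast W303a lacking pdr1 and pdr3 grown in galactose medium; growth measured after three days at 30 °C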
Starred values were filed as active, the others as inactive; ? = inconclusive; . = no result given. Rule as the data show it, unless noted: active = inhibition above about 30%; inconclusive = no clear call, values can overlap the other calls; inactive = below that.

SMILES	TcdB GH inh	Yp Topo-I inh	BoNT-F LC inh	PrPC surface inh	CCHF vOTU inh	BoNT A protease	Anthrax LF inh2	FadD28 binding	PfHsp40 rescue
COc1ccc(-c2nnn(CC(=O)N(Cc3ccc(F)cc3)C(C(=O)NC3CCCC3)c3ccc(F)cc3)n2)cc1 (stereo not given)	.	-6.3	-6.0	0.8	-6.4	2.1	2.9	1.2	-0.6
O=C(CN1CCN(S(=O)(=O)c2ccccc2F)CC1)NC1CCCC1	0.2	11.0	-8.4	-3.7	-28.1	-1.5	0.9	0.0	-0.3
O=C(Nc1ccccn1)C1CCN(C(=O)c2ccc(F)cc2)CC1	1.9	4.8	3.7	-6.2	2.1	-8.9	-1.3	-0.5	0.1
COc1ccc(/C=C2/C(=O)NC(=O)N(c3ccccc3)C2=O)cc1CN1C(=O)c2ccccc2C1=O	.	-8.4	-3.9	.	.	-1.3	-8.1	0.4	0.3
O=S1(=O)CC(N2CCN(c3ccccn3)CC2)CN1Cc1ccc(F)cc1 (stereo not given)	0.3	.	-5.9	-5.2	-4.7	0.6	1.1	-1.2	.
CSc1ccccc1NC(=O)Nc1cccc2ccccc12	1.0	6.7	16.9	5.7	-9.5	6.0	-0.9	-3.1	-1.4
O=C(O)CC(Cn1cnnn1)c1ccccc1 (stereo not given)	1.5	2.0	-7.7	-0.2	-7.4	-1.0	-0.2	0.1	-2.9
O=C(N/N=C/C=C/c1ccccc1[N+](=O)[O-])c1cccs1	-2.5	-4.3	-7.6	-3.1	9.9	-1.0	-0.7	-3.2	-0.9
O=C1NC2CCc3nc4ccccc4c(=O)n3C2=Nc2ccccc21 (stereo not given)	-0.5	7.1	-2.0	-5.3	-1.3	-0.4	3.0	0.6	-0.5
CC(C)C(NC(=O)C1CCC(C(C)(C)C)CC1)C(=O)NCCCN1CCCCC1 (stereo not given)	1.5	-6.1	.	-1.0	8.9	.	.	-0.7	1.0
Cc1nc2c(C(=O)NCCc3ccccc3)c[nH]n2c(=O)c1Cl	-0.4	-5.2	5.3	9.4	4.7	4.5	-7.6	0.1	-0.3
COc1ccc(CN2CCNC(=O)C2CC(=O)NCc2cn3ccc(C)cc3n2)c(OC)c1 (stereo not given)	-0.2	5.4	4.2	4.8	16.2	0.2	-0.2	0.1	0.2
Fc1ccc(-c2nc3ccncc3[nH]2)cc1	.	-13.7	-10.1	0.3	21.0	3.0	-0.3	-1.9	0.4
Cc1c(NC(=O)c2ccc([N+](=O)[O-])o2)cccc1-c1nc2ncccc2o1	0.6	-0.5	1.7	-1.9	-11.6	-0.3	2.0	0.4	-0.4
CSc1cccc(NC(=O)C(C)C)c1	0.3	8.4	3.0	7.8	-2.1	0.5	-3.1	0.0	0.5
CC(NC(=O)c1cc(-c2ccncc2)nc2ccc(Br)cc12)C1CCCO1 (stereo not given)	-0.3	14.9	-0.3	4.4	11.6	4.9	-1.8	-3.9	1.7
O=c1/c(=C\c2cccnc2)sc2nc3ccccc3n12	1.2	3.9	-2.0	.	.	-0.1	-4.6	3.4	0.6
Cc1cc(C)n2c(=O)c3ccc(Cl)cc3nc2c1C#N	-5.0	1.9	-3.2	-1.1	10.7	0.4	-4.8	-2.1	1.4
Cc1c(Cl)cccc1-c1ccc(/C=N/n2cnnc2)o1	.	3.1	-11.7	-3.6	15.8	-0.1	-0.6	1.3	-1.0
CCC(C)(C)C1CCC(=NNC(=S)Nc2ccccc2)CC1 (stereo not given)	0.3	-0.7	-15.8	-0.7	-8.9	-1.7	-8.4	1.6	-1.7
C/C(=N/OC(=O)CC(C)C)c1cc(-c2ccc(Cl)cc2)no1	1.1	-15.8	-1.5	-0.4	-4.4	-0.1	2.3	-0.8	0.1
O=C(O)c1ccc(N/N=C/c2cccc(F)c2)cc1	.	-4.5	-14.3	8.0	17.8	-1.6	-0.8	1.1	2.8
CC(C)(O)C(=O)NNC(=S)NCc1ccco1	0.0	-1.3	-1.4	4.0	17.5	-1.2	-8.2	-1.3	-1.3
C[C@H]1O[C@@H](O[C@H]2CC[C@@]3(C)C(CC[C@]4(C)C3C=C[C@]35OC[C@@]6(CCC(C)(C)C[C@H]63)[C@@H](O)C[C@]54C)[C@]2(C)CO)[C@H](O)[C@@H](O[C@@H]2O[C@H](CO)[C@@H](O)[C@H](O)[C@H]2O)[C@H]1O (stereo not given in full)	-0.1	14.6	13.5	4.2	8.0	0.3	5.7	.	0.3
CC(C)CN(CC(C)C)C(=O)c1cccc(S(=O)(=O)N2CCc3ccccc32)c1	.	35.4	0.6	13.5	-0.9	-0.9	-2.8	-1.7	1.1
Cc1cc(=O)c(C(=O)c2ccccc2)c(C)o1	0.6	0.3	-7.3	1.0	-4.6	-0.4	-0.6	-4.1	-0.7
O=C(Nc1ccccc1[N+](=O)[O-])C1=C(O)CCn2c1nc1ccccc12	.	8.8	5.8	1.7	-5.7	2.2	-4.0	-1.3	-0.7
COc1ccc(C(=O)OC(C)C(=O)NC2CCCC2)cc1S(=O)(=O)N1CCOCC1 (stereo not given)	0.2	-5.1	-4.5	2.8	-1.9	-1.6	-4.7	-0.4	1.0
Cc1c(NC(=O)COc2ccccc2Cl)c(=O)n(-c2ccccc2)n1C	0.4	7.3	-5.2	3.7	12.0	-0.1	-0.5	-1.9	-1.1
Cc1ccc(C(C(=O)NCc2ccco2)N(C(=O)Cc2cccs2)c2cccnc2)cc1 (stereo not given)	0.5	25.5	-1.2	-0.5	8.4	0.3	3.5	-2.9	-0.1
Cc1ccc(N/C(CSC(N)=O)=N\S(=O)(=O)c2ccc(C)cc2)cc1	.	3.7	7.5	-6.0	-7.2	0.2	-1.1	-1.9	0.7
COc1nnc(OC)c2ccccc12	.	-4.5	-10.5	-2.1	-12.5	0.8	1.9	-0.7	-0.7
Cc1onc(C(=O)N2CCC(C(N)=O)CC2)c1-c1ccccc1Cl	.	2.8	?	-4.8	10.7	2.2	-1.8	?	-0.8
CC(C)[C@@H]1Cc2[nH]n(C)c(=O)c2[C@H](c2ccc(Cl)cc2)O1	0.5	.	-1.0	-1.6	8.9	0.4	-0.3	.	.
Cc1c(C(=O)OC(C)C)sc(NC(=O)c2cccnc2)c1C#N	.	-6.7	-4.3	-0.7	-2.4	0.1	3.4	-0.4	0.8
CC(C)C(=O)N=C1NC(=O)CS1	0.1	-0.5	-5.3	7.4	-9.3	-0.4	-1.3	0.6	-0.8
COc1ccc(N(C(C)C(=O)N/N=C(\C)C(C)(C)C)S(C)(=O)=O)cc1 (stereo not given)	1.0	0.9	-2.6	-2.6	1.0	-0.4	-1.1	-2.8	-1.5
OCCC1CN(Cc2cccn2-c2cccnc2)CCN1Cc1ccccc1 (stereo not given)	0.7	10.7	3.4	-1.7	5.3	0.4	0.2	-4.1	-0.2
CS(=O)(=O)N(Cc1ccc(C(=O)NN=C2CCCC2)cc1)c1ccccc1	.	12.4	-4.9	-2.2	-13.0	0.3	0.1	-2.3	0.7
CC(C)c1cc(=O)[nH]c(N2CCN(Cc3ccc4c(c3)OCO4)CC2)n1	-0.2	10.6	.	-2.3	-9.9	.	.	0.4	-0.7

Limited to CCHF vOTU inh (2 entries from above):
smiles	CCHF vOTU inh
O=C(Nc1ccccc1[N+](=O)[O-])C1=C(O)CCn2c1nc1ccccc12	-5.7
COc1ccc(C(=O)OC(C)C(=O)NC2CCCC2)cc1S(=O)(=O)N1CCOCC1 (stereo not given)	-1.9

(cont.)
SMILES	TcdB GH inh	Yp Topo-I inh	BoNT-F LC inh	PrPC surface inh	CCHF vOTU inh	BoNT A protease	Anthrax LF inh2	FadD28 binding	PfHsp40 rescue
CCOC(=O)N1CCN(C/C(C)=C/c2ccccc2)CC1	.	16.6	11.9	-2.3	-1.6	?	-2.1	-2.8	0.2
Cc1cc(=O)oc2cc(O)c(N=Nc3ccccc3)cc12	-0.2	0.3	-7.2	-7.9	2.7	-1.1	-7.2	-0.6	0.8
O=C(CCc1ccc(S(=O)(=O)N2CCOCC2)cc1)NCCCN1CCCC1=O	.	6.8	-4.6	4.7	6.9	0.5	?	0.9	0.6
O=C(CP(=O)(c1ccccc1)c1ccccc1)Nc1nc2ccccc2s1	2.3	-1.0	-10.7	-0.8	-10.3	-0.5	-10.4	-1.9	0.3
CC(C)CCNC(=O)CN(C(=O)CCC(=O)Nc1ccccn1)c1ccc(F)c(Cl)c1	2.9	12.1	-1.0	-4.3	2.5	1.2	-1.8	-0.2	0.0
O=C(Nc1ccc(Cl)cc1C(=O)c1ccccn1)c1ccccc1	0.1	5.4	-0.8	-19.7	-12.9	0.2	-8.5	-1.1	.
C=C(CC1([C@@H](NP(=O)(c2ccccc2)c2ccccc2)[C@H]2C[C@@H]2CCCC)CC1)c1ccccc1	0.6	-11.3	-4.3	5.1	-1.2	-0.4	1.4	-0.6	-1.5
COc1ccc(N2CCN(C(CNC(=O)COc3ccccc3)c3ccco3)CC2)cc1 (stereo not given)	-0.7	18.6	-0.4	-0.8	9.1	-2.2	2.5	?	-1.0
OCC(Cc1ccccc1)NCc1ccccc1C(F)(F)F (stereo not given)	0.8	-8.7	-5.9	-3.1	-4.1	-0.5	-0.4	-1.0	-1.4
COc1ccc(CC(=O)Nc2cc(S(=O)(=O)N3CCCCC3)ccc2OC(C)C)cc1OC	0.6	24.6	4.4	9.7	9.8	0.3	-8.9	-4.7	.
NC(N)=Nc1ccc2[nH]c3c(c2c1)C[C@@]1(O)[C@H]2Cc4ccc(O)c5c4[C@@]1(CCN2CC1CC1)C3O5 (stereo not given in full)	1.0	-10.1	-6.5	-9.1	-0.5	0.2	-4.3	-3.1	1.9
Cc1ccc(CN2CN(S(=O)(=O)c3cccs3)c3nc4ccccc4nc32)cc1	.	11.4	-5.0	-1.7	-3.6	-0.3	-0.6	-1.0	18.1
CN(C)C(=O)c1c(NC(=O)c2ccccc2)sc2c1CCC2	0.8	4.3	-21.5	-1.5	11.4	4.0	1.2	-3.8	-0.6
CCc1ccc(S(=O)(=O)N2CCCC(N3CCN(c4ccc(OC)cc4)CC3)C2)cc1 (stereo not given)	1.1	16.6	-3.8	-3.0	11.3	-1.6	1.3	-1.5	1.9
CCOC(=O)N1CCC(Nc2c(NCCCN3CCN(CC)CC3)c(=O)c2=O)CC1	.	-4.0	-9.8	0.6	-18.1	-0.5	-4.6	-2.6	-0.1
COc1ccccc1C(=O)Nc1ccc2c(C)cc(=O)oc2c1	2.0	-8.3	7.2	-6.1	-1.0	-2.5	-3.9	-1.4	-0.8
CCc1nnc(NS(=O)(=O)c2ccc(N=Cc3c(O)n(-c4ccccc4)c(=O)[nH]c3=O)cc2)s1	1.0	9.9	-5.3	-5.9	14.7	-0.1	-3.4	-4.1	-0.9
Cc1coc2c1c(C)cc1oc(=O)c(CC(=O)NCC(=O)N[C@H](C(=O)O)C(C)C)c(C)c12	-0.1	6.2	-4.9	-2.5	-65.1	0.1	-11.7	-0.5	-0.4
Clc1cc(Cl)c2nc(N3CCCC3)sc2c1	.	2.0	-8.4	-0.4	4.5	-0.9	2.3	-2.1	8.3
O=C(COc1ccc2c(c1)CCC2)N1CCc2ccccc21	.	9.6	-8.8	4.6	2.7	0.8	11.0	0.8	0.1
CC(C)(C)C(=O)NC(=S)Nc1sc2c(c1C(N)=O)CCC2	0.8	3.1	28.6	-0.8	10.4	3.3	-4.4	-0.1	-0.7
Cc1ccc(-c2nn(-c3ccccc3)cc2C2CC(c3ccccc3)=NN2C(=O)CCC(=O)O)cc1 (stereo not given)	0.5	7.3	1.7	0.2	-6.1	1.1	-3.6	-0.3	0.1
CS(=O)(=O)N(CC(=O)NCC1CCCO1)c1cccc([N+](=O)[O-])c1 (stereo not given)	0.1	5.1	-6.9	-3.5	13.5	-0.4	-5.1	-5.0	-0.3

Compounds from the list above that have an aryl thioether with sulfur outside any ring (2):
SMILES	TcdB GH inh	Yp Topo-I inh	BoNT-F LC inh	PrPC surface inh	CCHF vOTU inh	BoNT A protease	Anthrax LF inh2	FadD28 binding	PfHsp40 rescue
CSc1ccccc1NC(=O)Nc1cccc2ccccc12	1.0	6.7	16.9	5.7	-9.5	6.0	-0.9	-3.1	-1.4
CSc1cccc(NC(=O)C(C)C)c1	0.3	8.4	3.0	7.8	-2.1	0.5	-3.1	0.0	0.5

High-throughput results as filed in PubChem.
